DTT redox prof – compounds producing H2O2 with reducing agent – biochemical, NIH compound library profiling, artefact control for MLSCN library redox annotation, primary screen; activation, % at 10 µM; AID 878; 200,000 compounds, 0.03% hits; DTT-dependent redox cycling H2O2, phenol red/HRP absorbance; 100% = 100 µM peroxide control, 0% = buffer;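 active = activation of at least 50% relative to the plate's high and low controls in the primary single-dose screen; inactive = activation below 50%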;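 note: compound incubated with DTT at 0.8 mM final as the reducing agent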
Hsp70 act – transcriptional activators of Hsp70; activation, % at 10 µM; 200,000 compounds, 0.04% hits; HeLa Hsp70 promoter luciferase reporter, luminescence; scaled: vehicle 0, proteasome-inhibitor control 100%; AID 1203;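 active = activation above the mean across all tested compounds plus 3 SD, cutoff set per campaign, cut at about 5.5% in these data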;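 note: 100% = MG132 at 30 µM as the positive control and 0% = DMSO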
HMGR II inh – blocks class II HMG-CoA reductase of Enterococcus faecalis | 190,000 compounds, 0.41% hits | purified E. faecalis HMGR, NADPH absorbance 340 nm kinetic | inhibition, % at 10 µM;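 active = inhibition above a set limit, the median over all tested compounds plus 3 SD, cut at about 9.5% in these data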;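 note: enzyme runs in reverse so mevalonate oxidation gives rising NADPH absorbance; 0% = complete reaction with DMSO and 100% = background rate lacking mevalonate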
G6PDH CS – counter-screen for G6PDH assay hits: L. mesenteroides G6PDH inhibition; 200,000 compounds, 0.12% hits; inhibition, % at 5 µM; Purified L. mesenteroides G6PDH, diaphorase/resazurin coupled fluorescence, 45 min; in the data active = inhibition above about 50%
FLuc inh counter – inhibits firefly luciferase, flagging false hits in luciferase inhibition screens. inhibition, % at 10 µM. 200,000 compounds, 1.5% hits. P08659. ATPLite firefly luciferase biochemical luminescence, 10 min;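 active = inhibition above about 50% when tested at 10 µM, limit read from the data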
Target sequence (P08659 whole entry, looked up): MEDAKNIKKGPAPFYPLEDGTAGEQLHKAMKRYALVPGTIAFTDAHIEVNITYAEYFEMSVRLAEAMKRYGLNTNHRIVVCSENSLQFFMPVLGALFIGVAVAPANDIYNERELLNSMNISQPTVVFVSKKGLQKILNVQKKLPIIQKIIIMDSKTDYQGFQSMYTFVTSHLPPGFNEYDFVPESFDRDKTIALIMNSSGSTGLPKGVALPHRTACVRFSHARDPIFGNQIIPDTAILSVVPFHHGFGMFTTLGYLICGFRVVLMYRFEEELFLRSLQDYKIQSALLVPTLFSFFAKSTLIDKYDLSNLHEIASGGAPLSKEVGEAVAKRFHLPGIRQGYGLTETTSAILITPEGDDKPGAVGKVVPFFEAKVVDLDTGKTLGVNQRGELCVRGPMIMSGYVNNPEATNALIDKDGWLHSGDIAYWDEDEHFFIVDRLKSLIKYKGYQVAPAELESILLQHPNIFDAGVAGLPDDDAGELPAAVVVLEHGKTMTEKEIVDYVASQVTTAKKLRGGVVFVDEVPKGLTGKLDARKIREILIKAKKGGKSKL
APP 5'UTR act – activates APP 5'UTR luciferase reporter; SH-SY5Y APP 5'UTR luciferase reporter, luminescence; zero percent = DMSO vehicle wells; activation, % at 2 µM; 190,000 compounds, 1% hits;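 active = activation above a set limit, based on mean plus 3 SD of controls, cut at about 140% in these data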; note: values of inactives mirror those of a sister screen read the other way
NF-kB neuron act – compounds increasing NF-kB expression in human neuronal cells | NF-kB reporter expression; hits give high values | fold change at 12.5 µM | 190,000 compounds, 1.6% hits | AID 1239; in the data active = fold change above about 3.3
APP transl inh – APP translation inhibition; SH-SY5Y APP 5'UTR-luciferase reporter, luminescence; inhibition, % at 2 µM; 190,000 compounds, 0.82% hits;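 active = inhibition above a set limit, derived from the sample mean plus 3 SD, cut at about 45% in these data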; note: values of inactives mirror those of a sister screen read the other way
FLuc stim CS – firefly luciferase counter-screen for stimulation assays. P08659. ATPlite luciferase biochemical, luminescence, 10 min; 0 = ATP-free wells, 1 = DMSO control. activation factor at 10 µM. 200,000 tested, under 10 active. AID 1027;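 active = luciferase activation factor, scaled between plate controls, of at least 2 with compound at 10 µM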
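Assay system – cell-free luciferase reagent · Medium – PBS-based ATP solution · Dosing – test compounds dosed from 2 mM stocks in 100% DMSO · Timing – 10 min, room temperature · Technique – light output (luminescence) · Measure – luminescence gain marking luciferase activators · Controls – No-ATP low control, compound-free enzyme-plus-ATP high control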
STAT1 act – activators of IFN-gamma induced STAT1 signaling; NIH 3T3 STAT1-luciferase reporter, luminescence; 100% = IFN-gamma alone, no compound; 200,000 compounds, 2.6% hits; activation (% of control), % at 5.5 µM;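 active = activation above the screen-wide mean activation plus 3 SD, cut at about 130% in these data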;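 note: raw ratio to IFN-gamma control signal so 100% means no change and 0% no light; values of inactives mirror those of a sister screen read the other way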
* hit, by the source's call; nt = not tested or not shown.

SMILES	DTT redox prof	Hsp70 act	HMGR II inh	G6PDH CS	FLuc inh counter	APP 5'UTR act	NF-kB neuron act	APP transl inh	FLuc stim CS	STAT1 act
Cc1ccc(C(=O)/C=C/C(=O)O)cc1	0.1	-0.5	2	-4	1	23	1.2	-23	1	91
CC(=O)Nc1cccc(N=NN2CCCCC2)c1	-1.4	-0.2	-3	6	13	-15	1.2	15	0.9	110
O=C(N/N=C/c1ccc(OCC(=O)N2CCCCC2)cc1)c1ccccc1	-5.0	-0.2	-6	3	7	46	1	-46	0.9	95
C=C(C)Cn1c(-c2ccncc2)n[nH]c1=S	-0.2	-0.3	19*	-1	-2	-19	1.1	20	1	107
O=C(N/C(=C\c1ccc([N+](=O)[O-])cc1)C(=O)N1CCCCC1)c1ccccc1	-0.5	0.1	-2	3	-4	-2	1.2	2	1	108
COC(=O)c1ccc(OCC2c3cc(OC)c(OC)cc3CCN2C(C)=O)cc1 (stereo unspecified)	-0.9	-0.1	1	-8	-4	11	0.77	-11	1	88
O=c1cc(CSc2ccccn2)nc(N2CCN(c3ccccc3)CC2)[nH]1	-2.6	0.0	2	-11	-2	-3	1	3	1	99
O=C(N/C(=C/c1ccc(Br)cc1)C(=O)N1CCCC1=O)c1ccco1	-0.2	0.3	2	10	-1	-9	1	9	1	92
Cc1ccc(O)c(NC(=O)c2cc(-c3ccc(F)cc3)on2)c1	-2.6	-0.4	0	-3	12	34	1.1	-34	0.9	105
O=C(OCc1ccc(Cl)cc1Cl)c1cccnc1Cl	-3.7	-0.2	1	-1	1	-21	1.4	21	1	115
O=C(C[n+]1ccccc1)Nc1c(Cl)cc(Cl)cc1Cl	-0.3	-0.3	-2	14	-7	10	1.1	-10	1.1	101
CN(CC(O)CN1CCOCC1)S(=O)(=O)O (stereo unspecified)	-1.0	-0.1	-4	6	-5	0	nt	0	1.1	102
CCN1C(=O)C(CC(=O)Nc2ccc(OC)cc2)N(CCc2ccccc2)C1=S (stereo unspecified)	-0.5	-0.3	-3	2	-3	-11	0.95	12	1	91
Cc1ccnc(SCC(=O)c2cccc([N+](=O)[O-])c2)n1	0.3	0.0	0	7	-9	-9	1.2	9	1.1	108
COc1cc(OC)cc(C(=O)N(CN2CCCC2=O)c2ccccc2OC)c1	-2.8	-0.1	-4	4	-4	4	1	-4	1	93
N#Cc1c(C(F)(F)F)cc(-c2ccco2)nc1SCc1ccccn1	2.3	-0.2	-6	4	-1	7	0.97	-7	1	97
CCOC(=O)CSc1nc2cc3c(cc2cc1CC)OCCO3	-0.8	-0.3	-4	9	-1	-5	1.1	5	1	91
O=C(CSc1ccc(-c2cccnc2)nn1)N1CCCCCC1	-0.3	0.1	-4	-1	-6	7	1.2	-7	1.1	108
CN(c1ccc(OCC(=O)Nc2nc3ccccc3s2)cc1)S(=O)(=O)c1ccccc1	0.1	-0.1	-7	-50	-1	11	0.99	-11	1	97
CCOC(=O)CNc1c(N2CCN(c3ccccn3)CC2)c(=O)c1=O	-1.3	0.0	4	4	-2	-6	1.1	6	1	95
COc1cccc(NC(=O)CSc2nnc(-c3ccoc3C)n2-c2ccccc2)c1	-0.1	-0.5	0	6	-6	-6	0.69	6	1.1	98
Nc1cc(=O)nc(SCC(=O)NC2CCCCC2)n1-c1ccccc1	0.0	-0.2	-1	7	-6	21	1.3	-21	1.1	98
NSc1nc(N)c2nc(-c3ccccc3)c(-c3ccccc3)nc2n1	-0.8	-0.2	-4	0	-2	-3	1.3	3	1	97
Cc1cc(C(=O)OCC(=O)NC2CCS(=O)(=O)C2)c2ccccc2n1 (stereo unspecified)	0.5	-0.4	3	6	-4	22	1.1	-22	1	95
COc1cc(/C=N\Nc2cc(=O)n(C)c(=O)n2C)ccc1O	-0.5	0.2	-2	0	15	-4	0.88	4	0.8	102

3 neighbouring compounds from above, for reference:
SMILES	DTT redox prof	Hsp70 act	HMGR II inh	G6PDH CS	FLuc inh counter	APP 5'UTR act	NF-kB neuron act	APP transl inh	FLuc stim CS	STAT1 act
Cc1ccc(C(=O)/C=C/C(=O)O)cc1	0.1	-0.5	2	-4	1	23	1.2	-23	1	91
CC(=O)Nc1cccc(N=NN2CCCCC2)c1	-1.4	-0.2	-3	6	13	-15	1.2	15	0.9	110
O=C(N/N=C/c1ccc(OCC(=O)N2CCCCC2)cc1)c1ccccc1	-5.0	-0.2	-6	3	7	46	1	-46	0.9	95

Just APP transl inh and FLuc stim CS (6 entries from above):
| SMILES | APP transl inh | FLuc stim CS |
| --- | --- | --- |
| CN(c1ccc(OCC(=O)Nc2nc3ccccc3s2)cc1)S(=O)(=O)c1ccccc1 | -11 | 1 |
| CCOC(=O)CNc1c(N2CCN(c3ccccn3)CC2)c(=O)c1=O | 6 | 1 |
| COc1cccc(NC(=O)CSc2nnc(-c3ccoc3C)n2-c2ccccc2)c1 | 6 | 1.1 |
| Nc1cc(=O)nc(SCC(=O)NC2CCCCC2)n1-c1ccccc1 | -21 | 1.1 |
| NSc1nc(N)c2nc(-c3ccccc3)c(-c3ccccc3)nc2n1 | 3 | 1 |
| Cc1cc(C(=O)OCC(=O)NC2CCS(=O)(=O)C2)c2ccccc2n1 (stereo unspecified) | -22 | 1 |

Other compounds.
SMILES	DTT redox prof	Hsp70 act	HMGR II inh	G6PDH CS	FLuc inh counter	APP 5'UTR act	NF-kB neuron act	APP transl inh	FLuc stim CS	STAT1 act
CCOC(=O)COc1ccc(C(=O)Nc2cccc(Cl)c2C)cc1	0.1	-0.3	-6	11	-8	-1	1.2	1	1.1	99
O=C(NCCCCCNC(=O)c1ccccn1)c1ccccn1	-0.2	0.0	0	9	-4	-1	1.1	1	1	96
COCCCN(C(=S)Nc1ccc(C)cc1Cl)C(C)c1ccncc1 (stereo unspecified)	0.2	-0.2	3	19	0	-2	1.1	2	1	107
CC12CCC(C(=O)Nc3ccccc3Br)(C/C1=N\O)C2(C)C (stereo unspecified)	1.4	-0.2	-1	14	0	10	1.1	-10	1	109
CCn1cnc2sc(C(=O)N(Cc3ccc(N(C)C)cc3)Cc3ccco3)c(C)c2c1=O	-1.0	-0.2	1	-15	-3	-5	0.39	5	1	103
Cc1nn(C)cc1/C=C(/C#N)C(N)=O	-0.1	-0.1	-2	2	-4	-11	1	12	1	99
Fc1cccc(CN2CCN(Cc3nc(-c4cnccn4)no3)CC2)c1	-1.7	0.2	-3	3	-5	8	0.86	-8	1	94
O=C(COC(=O)Cn1cnc2ccccc2c1=O)Nc1ccc(Cl)cc1	-0.1	-0.5	3	-20	-9	6	1.2	-6	1.1	100
O=C(NCc1ccco1)c1ccc(Br)s1	-1.3	-0.4	-2	11	6	-1	1.1	1	0.9	100
Cc1ccc(C2CC(c3ccccc3)=NN2C(=S)Nc2ccccc2)o1 (stereo unspecified)	0.1	0.0	-13	14	3	-4	1.3	4	1	100
CCN(CC)CCCNC(=O)c1cc(-c2cccc(Cl)c2)on1	-0.1	0.1	-2	0	-7	-1	1.2	1	1.1	109
CCSCCNC(=O)c1cncc(Br)c1	1.0	-0.6	-7	7	1	4	1	-4	1	97
COc1ccc(-n2nc3c(c2NC(=O)c2ccc(Br)cc2)CS(=O)C3)cc1 (stereo unspecified)	-0.1	-0.2	-4	1	-1	3	1.2	-3	1	99
CCOC(=O)c1c(CN(CC)CC)oc2ccc(OC)cc12	0.2	0.0	12*	0	-4	13	1.2	-13	1	95
O=C(N/N=C/c1cccc([N+](=O)[O-])c1)c1cc2c(ccc3ccccc32)o1	-4.7	-0.3	-3	-1	-1	0	1	0	1	100
CC(C)(Oc1ccc(Cl)cc1)C(=O)NCc1ccncc1	2.6	0.1	-8	-13	-3	5	1	-5	1	97
CCCCNC(=O)CSc1nc2cc3c(cc2c(=O)n1CCC(=O)NCCc1ccc(OC)c(OC)c1)OCO3	-0.2	-0.2	-6	4	-3	2	0.85	-2	1	96
Cc1ccc(N2C(=O)C3C=NNC3C2=O)cc1 (stereo unspecified)	-0.9	0.0	-3	13	4	-27	1.1	27	1	93
O=C1C(Cl)=C(Nc2ccccc2O)C(=O)N1CCc1ccccc1	-0.2	-0.3	-6	17	-6	2	1	-2	1.1	99
Cc1ccc(/C=C/C(=O)Nc2nccs2)o1	-0.1	0.2	-2	6	42	79	3.2	-79	0.6	148*
CCC(CO)Nc1ncnc2c1cnn2-c1ccc(OC)cc1 (stereo unspecified)	-0.8	0.3	1	-5	45	148*	1.2	-148	0.5	147*
COc1ccc(N2C(=O)C(OC(C)=O)C2c2ccc(C)cc2)cc1 (stereo unspecified)	-1.2	-0.1	-6	-1	-7	16	1.1	-16	1.1	95
Nc1nc(N)c2sc3nc(C(F)(F)F)cc(C(F)(F)F)c3c2n1	0.9	-0.2	-3	4	-3	0	0.79	0	1	105
Cc1c(C(=O)OCC(=O)N2c3ccccc3CC2C)oc2ccccc12 (stereo unspecified)	-0.3	-0.2	0	4	-7	5	0.71	-6	1.1	97
CCOC(=O)c1sc(NS(=O)(=O)c2ccc(F)cc2)nc1C	-0.8	0.1	-6	19	-3	-3	0.99	3	1	103
CN(C)c1ccc(N2C(=O)CSC2=S)cc1	-0.6	-0.5	-2	5	-4	-6	1.2	6	1	101
Cc1cc(C)nc(N2C(=O)CC(C(=O)O)NC2=NCCc2c[nH]c3ccccc23)n1 (stereo unspecified)	1.5	-0.6	-6	6	-3	12	1	-12	1	99
O=C(CN1CCC(NC(=O)c2cccc(F)c2)CC1)NCc1ccccc1F	0.0	0.0	-1	18	-2	-1	1.2	1	1	105
Cc1cc(C(=O)COC(=O)c2ccncc2)c(C)n1Cc1ccco1	-0.5	0.1	-5	0	79*	25	0.6	-25	0.2	129*

Shown with two lines to a compound: 4 of the compounds above.
Under each structure – DTT redox prof, Hsp70 act, HMGR II inh, G6PDH CS, FLuc inh counter, APP 5'UTR act, NF-kB neuron act, APP transl inh, FLuc stim CS, STAT1 act
CCC(CO)Nc1ncnc2c1cnn2-c1ccc(OC)cc1 (stereo unspecified)
→ -0.8, 0.3, 1, -5, 45, 148*, 1.2, -148, 0.5, 147*
COc1ccc(N2C(=O)C(OC(C)=O)C2c2ccc(C)cc2)cc1 (stereo unspecified)
→ -1.2, -0.1, -6, -1, -7, 16, 1.1, -16, 1.1, 95
Nc1nc(N)c2sc3nc(C(F)(F)F)cc(C(F)(F)F)c3c2n1
→ 0.9, -0.2, -3, 4, -3, 0, 0.79, 0, 1, 105
Cc1c(C(=O)OCC(=O)N2c3ccccc3CC2C)oc2ccccc12 (stereo unspecified)
→ -0.3, -0.2, 0, 4, -7, 5, 0.71, -6, 1.1, 97

Assay outcomes from PubChem.
